Source: PubChem BioAssay (several laboratories)
Vif inh – blocks HIV Vif function; inhibition, % at 7.49 µM; HEK293T cells, Vif self-association by quenched fluorescence, imaging, 24 h; hit rate 0.35% among 340,000; in the data active = inhibition above about 50%, passing the limit was not always enough; inconclusive = no clear call, values can overlap the other calls; inactive = below about 31%; note: some results filed as inactive read as strong as hits
PDI inh – blocks human protein disulfide isomerase activity; P07237; PDI insulin aggregation turbidity, A650, 90 min; inhibition, % at 10 µM; hit rate 0.052% among 350,000;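 active = mean inhibition across replicates of 30% or more, whatever share of single replicates reach that level; inconclusive = mean inhibition below 30% while every single replicate reaches 30%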;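 note: absorbance from insulin aggregation driven by PDI reduction with DTT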
Target sequence (P07237 whole entry, looked up): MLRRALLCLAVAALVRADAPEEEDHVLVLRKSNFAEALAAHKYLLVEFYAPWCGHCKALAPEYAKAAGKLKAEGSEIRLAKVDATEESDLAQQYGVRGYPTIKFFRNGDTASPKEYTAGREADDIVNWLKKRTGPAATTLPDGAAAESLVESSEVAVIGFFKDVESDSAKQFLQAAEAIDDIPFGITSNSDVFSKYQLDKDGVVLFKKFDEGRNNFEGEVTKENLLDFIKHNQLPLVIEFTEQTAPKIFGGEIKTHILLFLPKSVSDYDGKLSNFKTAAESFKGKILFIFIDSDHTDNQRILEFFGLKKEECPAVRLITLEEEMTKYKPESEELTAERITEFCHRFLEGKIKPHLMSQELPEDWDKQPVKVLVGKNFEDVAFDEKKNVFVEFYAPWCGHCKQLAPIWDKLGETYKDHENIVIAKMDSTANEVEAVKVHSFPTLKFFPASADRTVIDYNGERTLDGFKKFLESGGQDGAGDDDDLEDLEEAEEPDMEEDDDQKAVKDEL
NR2E3 ag-1 – activates human photoreceptor nuclear receptor NR2E3. Q9Y5X4. GST-NR2E3/biotin-RetCOR TR-FRET, 1536-well. inhibition of corepressor binding, % at 4.78 µM. hit rate 0.12% among 320,000. AID 2300;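 active = percent inhibition above the cutoff of mean plus 3 SD of all tested compounds, set per screening campaign, cut at about 20% in these data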;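 note: 0% = DMSO wells and 100% = biotin wells as full block of FRET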
Target sequence (Q9Y5X4 whole entry, looked up): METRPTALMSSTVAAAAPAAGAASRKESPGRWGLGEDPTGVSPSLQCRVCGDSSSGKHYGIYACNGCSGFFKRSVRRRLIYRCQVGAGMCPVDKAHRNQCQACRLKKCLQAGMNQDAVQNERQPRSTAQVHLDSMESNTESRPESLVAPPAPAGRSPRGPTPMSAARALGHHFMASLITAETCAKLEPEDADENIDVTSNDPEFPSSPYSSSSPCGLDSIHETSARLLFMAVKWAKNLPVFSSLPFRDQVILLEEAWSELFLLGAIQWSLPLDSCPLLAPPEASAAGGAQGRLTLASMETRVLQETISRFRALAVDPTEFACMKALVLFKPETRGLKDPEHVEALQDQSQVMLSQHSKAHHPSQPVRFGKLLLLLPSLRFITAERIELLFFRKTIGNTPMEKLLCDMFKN
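Test system: GST-NR2E3 and biotin-RetCOR proteins | Quantity: 1.35 nM GST-tagged NR2E3 final | Medium: Tris pH 7.5 | Also added: 7 nM biotin-RetCOR | Dosing: Compound at 4.8 µM, single dose | Timing: 5 h at 4 °C | Detection: Time-resolved FRET | Read-out basis: Percent inhibition | Benchmarks: Biotin wells as high control, 0.6% DMSO wells as low control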
Peg3 promoter – inhibitors of Peg3 promoter. HeLa PEG-Prom luciferase reporter, luminescence, overnight. inhibition, % at 20 µM. hit rate 1.7% among 360,000. AID 588405;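 active = inhibition of at least 50% at 20 µM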
Shn3 3UTR inh – Schnurri-3 reporter inhibition in Clone20 osteoblasts | Clone20 osteoblast Shn3 3'UTR firefly luciferase, 24 h | inhibition, % at 12.5 µM | hit rate 0.52% among 360,000 | AID 588674;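 active = mean inhibition of at least 75% with every replicate also reaching 75%; inconclusive = mean inhibition at least 75% but some replicate below; inactive = mean inhibition below 75%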;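 note: 0% = median of neutral control wells and 100% = pilot-screen positive control compound; some compounds past the cut are filed as inactive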
KKLEB cytotox – CF airway cell cytotoxicity counter-screen; AID 602141; activity change (cytotoxicity), % at 5 µM; KKLEB CF airway cells viability, ATPlite luminescence, overnight; hits give low values; cells stimulated with P. aeruginosa culture filtrate; hit rate 0.36% among 360,000;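 active = corrected activity change at or below -50% at 5 µM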
NR2E3 ag-2 – human photoreceptor-specific nuclear receptor agonism; Q9Y5X4; CHO-S Gal4-NCOR/VP16-NR2E3 two-hybrid, luciferase; inhibition of corepressor binding, % at 3.98 µM; hit rate 0.35% among 360,000; AID 602229;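 active = inhibition above the mean of all tested compounds plus 3 SD, cut at about 70% in these data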;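 note: 0% = DMSO with NR2E3 transfected cells and 100% = cells lacking NR2E3 construct; higher means lower luciferase signal from less NR2E3 corepressor binding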
CF NFkB inh – inhibitors of cystic fibrosis induced NF-kB | inhibition, % at 5 µM | KKLEB NF-kB-GFP reporter, PAF-induced, GFP fluorescence overnight | hit rate 0.86% among 360,000;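 active = at least 50% inhibition at 5 µM, scaled per plate between neutral and stimulator controls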;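 note: PAF is a Pseudomonas aeruginosa culture filtrate used as stimulus; plate controls were PAF-stimulated DMSO wells for no effect and unstimulated DMSO wells for full effect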
HIF-2a block – blocks HIF-2a reporter activity | 786-0 RCC cells HIF-2a reporter, luciferase luminescence, overnight | hit rate 0.72% among 360,000 | inhibition, % at 18.8 µM;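 active = inhibition of the luminescence signal of 40% or more relative to plate controls, in a single-dose primary screen at 18.75 µM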
CaV13 FRET inh – Primary screen for inhibitors of IQ motif and Ca2+-dependent inactivation inhibitor domain binding in CACNA1D, Förster resonance energy transfer in living cells, … | HEK cells, CFP/YFP FRET ICDI-IQ, plate reader, 10 min; percent FRET-ratio fall versus neutral wells | inhibition, % at 12.3 µM | hit rate 0.098% among 340,000 | AID 743397;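 active = mean replicate inhibition of at least 30% and at least 1% of replicates passing that level; inconclusive = only one of the two criteria is met; inactive = neither criterion is met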;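 note: 0% = median of the neutral control wells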
TRPM1 prom inh – MITF TRPM1 promoter inhibition in SK-MEL-5 cells; SK-MEL-5 TRPM1 promoter luciferase, 24 h; inhibition, % at 12.5 µM; hit rate 0.83% among 330,000; AID 488899;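 active = mean inhibition across replicates of 60% or more, whatever share of single replicates reaches that level; inconclusive = some that reach 60%, reason not given; inactive = mean inhibition across replicates below 60%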; note: values of inactives mirror those of a sister screen read the other way
Numbers without * were called inactive; ? = inconclusive; · = no result given.

SMILES	Vif inh	PDI inh	NR2E3 ag-1	Peg3 promoter	Shn3 3UTR inh	KKLEB cytotox	NR2E3 ag-2	CF NFkB inh	HIF-2a block	CaV13 FRET inh	TRPM1 prom inh
O=C(CN1C(=O)C(=O)N(C2CCCC2)C1=O)Nc1ccc(F)cc1F	8	-2	·	-17	-7	-1	-17	0	-3	-7	-9
O=[N+]([O-])c1ccccc1S(=O)(=O)Oc1ccccc1/C=N/n1cnnc1	1	-10	2	3	-8	9	-5	5	0	-5	6
Cc1ccc(CN2CCN(Cc3cnc(N(C)C)s3)CC2CCO)o1 (configuration not stated)	6	-3	0	-3	10	2	-21	-12	16	-33	10
O=C(O)C1CC=CCC1C(=O)N1CCc2ccccc21 (configuration not stated)	-5	-4	-2	1	-7	-1	-3	-7	6	·	-3
Cc1ccc(Cl)c2c1NC(=O)C2(O)CC(=O)c1ccc(F)cc1 (configuration not stated)	12	-7	3	2	-24	13	-14	-3	20	-6	12
CCCOc1ccccc1C1NC(=O)NC(C)=C1C(=O)OCCOC (configuration not stated)	1	-5	0	9	-5	-5	18	6	23	·	1
COC(=O)N[C@H](c1ccccc1)[C@@]1(C)C[C@@H]1[C@@H](C)C(=O)Nc1ccc2ccccc2c1	-11	-3	3	12	8	-26	15	6	0	-9	4
CC(C)(C)c1ccc(S(=O)(=O)N2CCN(C(=O)C3CCC3)CC2)cc1	-4	-3	0	5	42	3	-27	9	1	-5	18
CCOc1cc2c(cc1OCC)C(c1ccc(OC)c(OC)c1)N(c1ccc(C(=O)O)cc1)C(=O)C2 (configuration not stated)	9	2	5	-13	7	2	-4	1	16	-1	5
C[C@H]1COC(=O)[C@H](NC(=O)OCC2c3ccccc3-c3ccccc32)C/C=C\C[C@H](CC(=O)N(CCO)Cc2ccccc2)C(=O)N1	·	14	·	-3	?	9	-32	-21	4	-4	-13
O=[N+]([O-])c1ncccc1OCc1ccc(-c2ccccc2)cc1	-6	1	0	-122	29	-10	-39	4	-136	-5	-53
Cc1ccc(S(=O)(=O)N2CCN(C(=O)COC(=O)c3cccnc3Cl)CC2)c(C)c1	-7	-11	2	-21	9	-6	12	15	0	-3	0
CCn1c(SCC(=O)NCc2ccccc2)nnc1-c1cccnc1	-6	-49	1	1	2	4	13	-7	13	-5	15
NC(=O)c1ccc(NC(=O)c2cc(S(=O)(=O)N3CCCCC3)ccc2N2CCOCC2)cc1	0	-11	0	-14	2	-15	0	4	20	-6	·
Cc1c(C(=O)O)cc(C(C)(C)C)n1CCSCCO	22	4	2	7	15	10	-3	-3	25	-21	9
Cc1cc(Cl)ccc1C(=O)C1CCCN(C(=O)CN2CCOC2=O)C1 (configuration not stated)	11	-5	·	-2	11	6	-15	-9	7	-3	-4
Cc1ccc(NC(=S)NNC(=O)c2nn(C)cc2Cl)cc1	-3	-6	1	-72	-15	-6	-31	7	-140	-5	-21
Cc1cc(C)nc(NS(=O)(=O)c2ccc(NC(=O)Cc3ccccc3)cc2)n1	0	2	2	11	-26	-2	1	-8	5	-7	4
NS(=O)(=O)c1ccc(Cl)c(S(N)(=O)=O)c1	17	-7	·	-4	-16	8	0	1	13	-6	-2
Cc1ccc(F)cc1NC(=O)C1CC(=O)N(CCc2ccccc2)C1 (configuration not stated)	2	3	1	3	3	3	12	4	4	-6	10
COc1cc(/C=C/C(=O)OCC(=O)c2ccc(S(=O)(=O)N3CCCCC3)cc2)cc(OC)c1OC	-16	-5	·	21	11	22	-12	-13	5	-6	2
C/C(=C\C=C\c1ccccc1)C(=O)c1c(C)cc(C)[nH]c1=O	5	-3	2	3	24	-25	-17	8	4	5	9
CCOc1ccccc1CNC(=O)CCCn1ccc2cc(S(=O)(=O)N3CCCC3)ccc21	-4	1	0	12	2	6	-14	4	13	-2	14
Cc1ccn2cc(-c3cccc([N+](=O)[O-])c3)nc2c1	7	4	-1	-260	-57	1	-109	-33	-141	-5	-58
O=c1c2c3c(sc2nc(NCCOCCO)n1Cc1ccco1)CCCCC3	10	5	-1	-6	-9	-11	-15	8	-13	-5	5
CCCNC(=O)NC(=O)CSc1nnc(-c2c[nH]c3ccccc23)o1	5	8	-6	-4	-13	-27	-48	15	7	-16	-1
C=CCN(c1ccc(Cl)cc1)S(=O)(=O)c1cccc(C(=O)OCC(=O)N(C)C)c1	7	0	0	22	8	6	-16	-18	22	-7	7
CCCCC(CC)CNC(=O)CN(C)S(=O)(=O)c1cccc2nsnc12 (configuration not stated)	-1	-3	-3	11	11	-4	-12	4	19	-4	4
O=C1CSC(c2ccccc2F)N1c1ccccc1F (configuration not stated)	10	-4	-1	11	-10	-14	-12	14	5	-18	-3
Cc1ccccc1CN1CCCC(C(=O)N2CCCCC2)C1 (configuration not stated)	10	-6	-4	1	3	-6	-33	5	11	-5	12
CCOC(=O)c1c(C)[nH]c(C(=O)OCC(=O)N(CC)c2c(N)n(Cc3ccccc3)c(=O)[nH]c2=O)c1C	6	-13	·	6	-28	8	15	-4	8	-19	5
COCCCN1C(=O)C(=O)/C(=C(/O)c2ccc(S(=O)(=O)N3CCCCC3)cc2)C1c1ccc(OC)cc1 (configuration not stated)	-3	-2	-1	4	-6	14	-12	-39	12	-6	-5
O=C(CN1C(=O)c2ccccc2S1(=O)=O)N1CCN(Cc2ccc3c(c2)OCO3)CC1	0	5	1	12	18	5	-3	7	5	-4	9
COc1cccc(Nc2n[nH]c(=S)s2)c1	-4	-2	-3	-16	-16	-4	-51	3	-51	-3	-9
Cc1noc(C)c1COc1ccc(CC(=O)NCc2ccccc2)cc1	-2	2	2	-325	20	-12	8	-6	15	0	-2
CCOC(=O)C(NCCc1ccccc1F)(NC(C)=O)C(F)(F)F (configuration not stated)	-1	11	-2	-9	-2	-11	-2	17	0	-2	-10
CC1CCN(c2cc(N(C)CCO)c([N+](=O)[O-])c3nonc23)CC1	0	-9	6	22	10	-10	-30	22	16	3	2
CCn1c(SCC(=O)NC(C)(C)C)nc(O)cc1=O	-6	10	0	5	3	-7	-30	8	15	-5	0
CCOc1ccc(C2NC(=O)C(C#N)=C(S)N2c2cccc(C)c2)cc1OC (configuration not stated)	-7	-2	3	-8	-13	5	-2	-25	7	6	·
COc1ccc(N2CCN(C(CNC(=O)c3cccc(Cl)c3)c3cccnc3)CC2)cc1 (configuration not stated)	-8	4	2	19	8	-9	2	5	13	-5	4
Cc1cc2occ(CC(=O)NC3(C)CCS(=O)(=O)C3)c2cc1C (configuration not stated)	0	-6	2	14	4	-6	-33	14	8	-10	8
C=CCOc1ccc(C2OC34CCCCC3C(C#N)(C#N)C2(C#N)C(=N)O4)cc1 (configuration not stated)	·	-19	3	-3	-6	3	-27	-13	16	·	19
COc1cc(C(=O)NCC(C)C)cc(OC)c1OC	9	-12	4	-9	-7	6	-8	-7	4	-4	-4
CCOCCn1c(CN2CCN(C(=O)c3ccco3)CC2)nc2c1c(=O)n(C)c(=O)n2C	24	·	3	-2	-22	2	-19	-16	16	-7	·
NC(=O)c1cc([N+](=O)[O-])ccc1NCc1ccc(C(=O)O)cc1	0	4	0	-9	3	7	-6	-7	3	-6	-7
Cc1nn(Cc2ccccc2)c(Cl)c1C(=O)NCCc1ccc(Cl)cc1	-4	5	-1	-40	-27	-20	-43	-6	-72	-7	-28
O=C(CO/N=C/c1ccccc1OC(F)F)N1CCc2ccccc21	-2	-5	-4	-10	-3	1	-13	-7	-19	-15	-4
Cc1nccn1CC(=O)N/N=C/c1c[nH]c2ccccc12	0	0	5	9	15	-24	-9	-1	7	-5	-12
N#CC(C#N)C(c1ccsc1)c1c(-c2ccccc2)[nH][nH]c1=O (configuration not stated)	·	-6	-2	25	-16	-3	8	11	22	2	3
c1ccc2c(c1)CCCN2Cc1nnnn1C1CCCC1	2	0	-2	6	-8	-3	-46	0	-37	-6	1

Carrying on:
SMILES	Vif inh	PDI inh	NR2E3 ag-1	Peg3 promoter	Shn3 3UTR inh	KKLEB cytotox	NR2E3 ag-2	CF NFkB inh	HIF-2a block	CaV13 FRET inh	TRPM1 prom inh
COc1ccc(OC)c(NC(=O)[C@H]2CC=CC[C@H]2C(=O)O)c1	6	-11	2	-12	7	-3	-16	8	-1	-4	9
COc1ccc(Cl)cc1NC(=S)NC1CCCC1	3	-6	3	11	6	0	-3	7	7	-5	-1
CN(CC(=O)Nc1ccc(Cl)c(C(F)(F)F)c1)Cc1cc(=O)n2ccsc2n1	-5	-1	0	14	15	-2	10	-5	26	10	3
COc1ccc(Nc2nc(S(=O)(=O)c3ccc(C)cc3)c(Cl)s2)cc1	-11	0	0	46	32	-5	-12	13	24	5	2
CSCCC(NC(=O)c1ccc([N+](=O)[O-])cc1Cl)C(=O)OCC(=O)NCCCc1ccccc1 (configuration not stated)	-4	0	-2	13	4	1	30	-23	6	-3	7
NC(=NC1CCCCC1)NS(=O)(=O)c1ccccc1	4	-1	2	-4	-11	5	-16	-9	-2	-3	-10
CC(NCC1COc2ccccc2O1)C1COc2ccccc2O1 (configuration not stated)	·	-2	3	-36	-2	3	-13	22	-44	-9	4
CCCCNC(=O)c1ccc(-n2c(=S)[nH]c3ccccc3c2=O)cc1	-4	2	-2	2	-16	5	-27	-22	23	0	4
CSCCC(NC(=O)c1ccc([N+](=O)[O-])cc1Cl)C(=O)OCC(=O)NCC(F)(F)F (configuration not stated)	-3	-8	-2	12	-8	-11	1	10	9	-3	-4
COC(=O)c1cc2c(s1)-c1ccccc1CC2	4	-5	-2	-169	-55	9	-16	-13	-202	·	-39
CN1CCN(c2cc(C(F)(F)F)nc(-c3ccccn3)n2)CC1	-2	3	-3	10	-16	4	-28	-14	2	-6	1
OC1C2CN3CCN(C2)CC1(Cc1ccccc1)C3 (configuration not stated)	7	-3	4	7	-5	0	-24	22	9	·	12
CCCc1nc2nc(C)c(NS(=O)(=O)c3ccc(C4CCCCC4)cc3)c(=O)n2[nH]1	24	6	3	-7	3	7	-21	1	10	-8	1
N=C1C(c2nc(-c3ccc(Br)cc3)cs2)=C(O)CN1NC(=O)c1ccc([N+](=O)[O-])cc1	2	2	2	37	-1	-13	-26	20	-8	-4	2

Fetched by structure from above:
SMILES	Vif inh	PDI inh	NR2E3 ag-1	Peg3 promoter	Shn3 3UTR inh	KKLEB cytotox	NR2E3 ag-2	CF NFkB inh	HIF-2a block	CaV13 FRET inh	TRPM1 prom inh
CN1CCN(c2cc(C(F)(F)F)nc(-c3ccccn3)n2)CC1	-2	3	-3	10	-16	4	-28	-14	2	-6	1
N=C1C(c2nc(-c3ccc(Br)cc3)cs2)=C(O)CN1NC(=O)c1ccc([N+](=O)[O-])cc1	2	2	2	37	-1	-13	-26	20	-8	-4	2

Random draw from the library. Share with any hit: about 3.3%.
